# PAFAH1B3 inh = PAFAH1B3 enzyme inhibitors, primary screen, biochemical, fluorescence polarization, human; Platelet-activating factor acetylhydrolase IB subunit alpha1 (Homo sapiens), Q15102; recombinant PAFAH1B3, FP-rhodamine probe; inhibition, % at 3.39 µM; 340,000 tested, 0.28% active; AID 492972, 2010;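 active means inhibition above the screen-wide average of all tested compounds plus 3 SD, cut at about 25% in these data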;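 further: 0% = enzyme with DMSO only and 100% = wells lacking PAFAH1B3 protein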
# Target sequence (Q15102 whole entry, looked up): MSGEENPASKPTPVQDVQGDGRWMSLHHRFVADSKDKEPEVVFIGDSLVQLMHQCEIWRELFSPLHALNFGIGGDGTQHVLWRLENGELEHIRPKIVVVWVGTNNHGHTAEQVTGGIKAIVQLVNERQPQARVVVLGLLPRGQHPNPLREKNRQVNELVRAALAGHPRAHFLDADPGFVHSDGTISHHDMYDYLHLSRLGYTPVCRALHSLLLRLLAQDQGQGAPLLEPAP
# LYPLA2 counter = LYPLA2 inhibitors, primary screen, counter-screen for PME1 inhibitor project, biochemical, fluorescence polarization, FP-Rh probe ABPP. Acyl-protein thioesterase 2 (Homo sapiens), O95372. recombinant LYPLA2. inhibition, % at 5.9 µM. 320,000 tested, 0.38% active;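 active means inhibition above the screen-wide mean plus 3 SD, limit set per campaign, cut at about 26% in these data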;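 further: 0% = LYPLA2 with DMSO and 100% = wells lacking LYPLA2 enzyme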
# Target sequence (O95372 whole entry, looked up): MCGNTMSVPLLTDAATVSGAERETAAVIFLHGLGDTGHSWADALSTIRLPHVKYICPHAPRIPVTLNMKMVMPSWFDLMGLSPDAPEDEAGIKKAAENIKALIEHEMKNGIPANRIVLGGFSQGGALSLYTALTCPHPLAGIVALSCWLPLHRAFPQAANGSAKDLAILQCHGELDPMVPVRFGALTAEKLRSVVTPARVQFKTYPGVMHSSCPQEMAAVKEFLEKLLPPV
# PAD4 inh = human PAD4 inhibitors, primary screen, biochemical, fluorescence polarization, 1536-well format. Protein-arginine deiminase type-4 (Homo sapiens), Q9UM07. recombinant PAD4, RCA probe fluorescence polarization. inhibition, % at 6.36 µM. 330,000 tested, 0.41% active;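 active means percent inhibition above a cutoff equal to the mean of all tested compounds plus 3 SD, cut at about 15% in these data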;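 further: 0% = PAD4 with RCA probe and DMSO and 100% = probe without PAD4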
# PAFAH1B2 inh = PAFAH1B2 enzyme inhibitors, primary screen, biochemical, fluorescence polarization, human; Platelet-activating factor acetylhydrolase IB subunit alpha2 (Homo sapiens), P68402; recombinant PAFAH1B2, FP-rhodamine activity probe; inhibition, % at 3.39 µM; 340,000 tested, 1.2% active;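 active means inhibition above the mean of all tested compounds plus 3 SD, cut at about 24% in these data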;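 further: 0% = enzyme with DMSO and 100% = wells lacking PAFAH1B2; many of its hits are not listed in these tables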
# PME-1 inh = PME-1 inhibitors via competitive probe labeling, primary screen, biochemical, fluorescence polarization, FP-Rh probe, HTS | Protein phosphatase methylesterase 1 (Homo sapiens), Q9Y570 | recombinant PME-1 | inhibition, % at 5.9 µM | 320,000 tested, 0.53% active | AID 2130, 2009;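 active means inhibition above the campaign mean of all compounds plus 3 SD, cut at about 26% in these data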;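 further: competitive labeling of PME-1 active site by serine hydrolase directed probe; 0% = PME-1 with DMSO and 100% = wells lacking PME-1 enzyme; inhibitors block probe labeling so polarization falls and inhibition rises; many of its hits are not listed in these tables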
# PAFAH2 FP inh = PAFAH2 enzyme inhibitors, primary screen, biochemical, fluorescence polarization, human; Platelet-activating factor acetylhydrolase 2, cytoplasmic (Homo sapiens), Q99487; recombinant PAFAH2, FP-rhodamine activity probe; inhibition, % at 3.39 µM; 340,000 tested, 0.99% active; AID 492956, 2010;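 active means inhibition above the mean over all tested compounds plus 3 SD, cut at about 30% in these data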;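 further: inhibitors block probe labeling of enzyme so polarization drops; 0% = enzyme with DMSO and 100% = wells lacking PAFAH2 protein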
# pPAFAH FP inh = pPAFAH enzyme inhibitors, primary screen, biochemical, fluorescence polarization, human; inhibition, % at 3.39 µM; 330,000 tested, 1.5% active; recombinant pPAFAH, FP-rhodamine probe fluorescence polarization; Platelet-activating factor acetylhydrolase (Homo sapiens), Q13093; AID 463082, 2010;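 active means inhibition above the mean inhibition across the screen plus 3 SD, cut at about 25% in these data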;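 further: inhibitors block binding of the rhodamine activity-based probe so polarization drops; 0% = enzyme with DMSO and 100% = wells lacking pPAFAH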
# LYPLA1 inh = LYPLA1 inhibitors, primary screen, counter-screen for PME1 inhibitor project, biochemical, fluorescence polarization, FP-Rh probe ABPP; 320,000 tested, 0.16% active; recombinant LYPLA1; AID 2174, 2009; Acyl-protein thioesterase 1 (Homo sapiens), O75608; inhibition, % at 5.9 µM;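 active means inhibition above the mean of all tested compounds plus 3 SD, set per campaign, cut at about 14% in these data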;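 further: inhibitors block serine hydrolase probe labeling of LYPLA1 so polarization falls; 0% = enzyme with DMSO and 100% = wells lacking LYPLA1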
# Target sequence (O75608 whole entry, looked up): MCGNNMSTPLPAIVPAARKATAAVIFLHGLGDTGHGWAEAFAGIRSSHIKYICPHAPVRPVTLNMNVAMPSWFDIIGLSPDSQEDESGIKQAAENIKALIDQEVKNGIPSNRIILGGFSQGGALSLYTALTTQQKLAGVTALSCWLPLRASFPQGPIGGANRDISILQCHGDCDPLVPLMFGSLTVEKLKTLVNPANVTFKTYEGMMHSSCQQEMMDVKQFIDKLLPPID
# GSTO1 counter = inhibitors of recombinant GSTO1, primary screen, counter-screen for RBBP9 inhibitor project, biochemical, fluorescence polarization | Glutathione S-transferase omega-1 (Homo sapiens), P78417 | activity-based probe fluorescence polarization | inhibition, % at 5.96 µM | 300,000 tested, 1.1% active | AID 1974, 2009;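 active means inhibition above the campaign mean inhibition plus 3 SD, cut at about 35% in these data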;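 further: 0% = GSTO1-1 with DMSO and 100% = wells lacking GSTO1-1 enzyme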
# Target sequence (P78417 whole entry, looked up): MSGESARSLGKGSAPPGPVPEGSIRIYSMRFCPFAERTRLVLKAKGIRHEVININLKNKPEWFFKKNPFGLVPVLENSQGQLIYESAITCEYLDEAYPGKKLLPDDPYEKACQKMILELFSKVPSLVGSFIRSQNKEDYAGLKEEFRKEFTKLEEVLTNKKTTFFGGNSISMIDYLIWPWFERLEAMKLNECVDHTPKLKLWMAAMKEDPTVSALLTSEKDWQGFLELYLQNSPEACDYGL
# * hit, by the source's call; nt = no result given.
# Order of values: PAFAH1B3 inh	LYPLA2 counter	PAD4 inh	PAFAH1B2 inh	PME-1 inh	PAFAH2 FP inh	pPAFAH FP inh	LYPLA1 inh	GSTO1 counter
O=C(Nc1ccc(N2CCOCC2)cc1)c1cccnc1
  -3	1	-1	-3	-2	-8	1	1	-1
CCS(=O)(=O)c1nc(NC(C)=O)n[nH]1
  1	-4	-4	-4	-1	2	4	-5	1
CC(=O)C(Cc1ccccc1)NC(=O)COC(=O)c1cccc(C)c1[N+](=O)[O-] (stereo not given)
  14	nt	-1	7	nt	36*	6	nt	nt
Cc1cccc(NC2=C(Cl)C(=O)OC2NC(=O)c2ccccc2)c1 (stereo not given)
  6	9	5	9	2	6	3	2	4
CN(C)C(=O)CCc1ccc2c3c([nH]c2c1)[C@]1(CCc2ccccc2)[C@@H](C(=O)N2CCCCC2)C[C@H](CC(=O)NCc2ccco2)C(=O)N1CC3
  5	nt	0	1	nt	-2	5	nt	nt
CC(=O)n1c2ccccc2c2c1c1ccccc1n2C
  3	6	0	-1	7	-2	3	0	15
O=C(Cc1cccs1)N/N=C/c1ccc(OCc2ccccc2)cc1
  6	3	0	8	3	-1	-3	-6	5
O=C(/C=C/c1ccc(S(=O)(=O)N2CCOCC2)cc1)NCCCn1ccnc1
  -2	2	0	5	-4	-4	0	-2	-4
CCOC(=O)C1(Cc2cccc(F)c2)CCN(C(=O)C2CCOCC2)CC1
  1	-3	-5	-5	2	-8	12	-2	-3
COc1ccccc1N1CCN(C2CCCN(C(=O)c3cscn3)C2)CC1 (stereo not given)
  2	7	3	5	6	0	3	-2	-3
CCOc1ccc(S(=O)(=O)NC2CCCC2)cc1C
  4	-3	-3	-4	6	12	-2	-5	8
C=CCN(C(=O)c1csnn1)C(C(=O)NC1CCCC1)c1c(F)cccc1Cl (stereo not given)
  2	12	2	-1	4	1	-3	10	5
CN(CC(=O)NCCCN1CCOCC1)S(=O)(=O)c1ccc(Br)cc1
  2	2	1	-1	1	8	2	2	-3
Cc1ccc(C(=O)NNC(=O)C2CCN(c3nccc(C)n3)CC2)cc1
  7	-3	1	-2	1	3	0	-1	4
O=C(N/N=C/c1ccc(-c2cccc(C(F)(F)F)c2)o1)c1ccccc1Br
  -2	-16	-2	-2	7	-3	-4	-15	-2

# More entries follow:
# Order of values: PAFAH1B3 inh	LYPLA2 counter	PAD4 inh	PAFAH1B2 inh	PME-1 inh	PAFAH2 FP inh	pPAFAH FP inh	LYPLA1 inh	GSTO1 counter
CCCCCn1c(CNC(=O)c2cccs2)nc2ccccc21
  5	2	-5	2	-5	-9	0	3	-5
Cc1ccc(/C=C/C(=O)OCc2nc(N)nc(Nc3ccccc3C)n2)o1
  4	2	-1	4	5	-3	2	3	4
CC(=O)c1cc(-c2ccc(F)cc2)n(CC(=O)NCc2cccs2)c1C
  6	-5	-6	0	-8	-2	-5	-4	-9
O=C(Nc1nccs1)c1cc(Cl)nc2ccccc12
  9	1	-1	3	2	7	4	-1	6
CCc1ccc(C(=O)NC(CCSC)C(=O)O)cc1 (stereo not given)
  6	5	-2	8	-2	-2	2	-2	1
Cc1cccc(NC(=O)CCCn2cc([N+](=O)[O-])cn2)n1
  3	6	-6	0	-1	5	6	-2	17
CCCNC(=O)COC(=O)CCC(=O)c1ccc(F)cc1
  3	2	0	2	-3	-5	2	0	6
CC1C(=O)N(c2ccc(S(=O)(=O)N(C)C)cc2)C1(/C=C/c1ccccc1)C(=O)NC1CCCC1 (stereo not given)
  -1	-6	0	-3	0	-13	4	1	-5
COc1ccc2c(c1)c(=O)oc1cc(OCC(=O)NC3CCCCC3)ccc12
  2	-1	-6	2	0	-3	1	2	3
COc1ccccc1-c1nc(-c2ccccn2)no1
  3	-2	-1	5	-1	4	1	-3	2
O=C(Cn1cncn1)NCCC(c1ccccc1)c1ccccc1
  -1	-4	2	6	3	-3	-1	-3	4
Cc1cc(C)nc(NS(=O)(=O)c2ccc(NC(=O)CCC(=O)O)cc2)n1
  4	9	2	7	-1	4	-2	2	0
CCOC(=O)c1[nH]c(C)c(C(=O)NCCc2ccc(OC)cc2)c1C
  -1	12	-5	4	0	4	7	2	-2
O=C(O)c1[nH]c2ccccc2c1-c1ccccc1
  -2	-6	104*	14	-9	-7	7	-3	4
O=C(c1cc(-c2ccc(Br)cc2)nc2ccccc12)N1CCN(c2ccccc2O)CC1
  -2	-8	-1	1	2	-2	1	-7	-7

# Quoted from the listing, 7 compounds:
# Order of values: PAFAH1B3 inh	LYPLA2 counter	PAD4 inh	PAFAH1B2 inh	PME-1 inh	PAFAH2 FP inh	pPAFAH FP inh	LYPLA1 inh	GSTO1 counter
COc1ccc2c(c1)c(=O)oc1cc(OCC(=O)NC3CCCCC3)ccc12
  2	-1	-6	2	0	-3	1	2	3
COc1ccccc1-c1nc(-c2ccccn2)no1
  3	-2	-1	5	-1	4	1	-3	2
O=C(Cn1cncn1)NCCC(c1ccccc1)c1ccccc1
  -1	-4	2	6	3	-3	-1	-3	4
Cc1cc(C)nc(NS(=O)(=O)c2ccc(NC(=O)CCC(=O)O)cc2)n1
  4	9	2	7	-1	4	-2	2	0
CCOC(=O)c1[nH]c(C)c(C(=O)NCCc2ccc(OC)cc2)c1C
  -1	12	-5	4	0	4	7	2	-2
O=C(O)c1[nH]c2ccccc2c1-c1ccccc1
  -2	-6	104*	14	-9	-7	7	-3	4
O=C(c1cc(-c2ccc(Br)cc2)nc2ccccc12)N1CCN(c2ccccc2O)CC1
  -2	-8	-1	1	2	-2	1	-7	-7

# Additional entries:
# Order of values: PAFAH1B3 inh	LYPLA2 counter	PAD4 inh	PAFAH1B2 inh	PME-1 inh	PAFAH2 FP inh	pPAFAH FP inh	LYPLA1 inh	GSTO1 counter
O=C(O)CC(c1ccccc1)N1C(=O)c2ccccc2C1=O (stereo not given)
  1	1	1	7	-1	6	1	3	-2
CCN(Cc1ccccc1)C(=O)C1CCN(Cc2sccc2C)CC1
  5	-3	3	1	-6	-3	-3	3	4
Cn1c(-c2csc(-c3cccc(C(F)(F)F)c3)n2)n[nH]c1=S
  4	-8	-2	-1	5	8	-12	-3	-11
COc1ccc(C2CC(c3c(-c4ccccc4)c4cc(Cl)ccc4[nH]c3=O)=NN2S(C)(=O)=O)cc1 (stereo not given)
  -8	-10	-3	-6	-17	-19	6	-11	-3
O=C(OCc1nnc(-c2ccccc2)o1)c1cc(S(=O)(=O)N2CCOCC2)ccc1F
  4	1	-4	3	-3	-3	4	2	2
COc1ccc(-c2cc(C(=O)NCC3CCCO3)c3cc(C(C)C)ccc3n2)cc1 (stereo not given)
  5	3	0	6	0	-6	6	0	2
COc1ccc(NC(=O)CCN2C(=O)c3ccc([N+](=O)[O-])cc3C2=O)c(OC)c1
  -3	-2	2	4	-5	2	-1	-3	0
CC(=NCc1cccnc1)C1=C(O)c2ccccc2C1=O
  -1	-1	-3	6	4	1	3	-4	2
Cc1cc(Cl)ccc1NC(=S)NCCCO
  5	5	-4	4	4	-10	0	2	5
Cc1ccc(S(=O)(=O)NCC(=O)N2CCOCCOCCOCCOCC2)cc1
  -8	2	5	6	6	0	4	-4	-1
CN(C)S(=O)(=O)c1ccc2c(c1)C(CC(=O)O)NC2=O (stereo not given)
  7	-7	3	2	1	-1	0	-4	-2
COCCC(=O)N1CCC(n2nccc2NC(=O)c2ccccc2C)CC1
  0	2	-1	0	3	2	2	4	-2
COc1ccc(N2C(=NC(=O)C3CCCO3)SC3CS(=O)(=O)CC32)cc1 (stereo not given)
  4	-1	0	1	-10	5	7	1	5
c1ccc2c(c1)ccc1nnc(-c3ccc4c(c3)OCO4)n12
  -3	6	1	-4	3	1	0	-3	3
Cc1cc(CNC(=O)c2cccc([N+](=O)[O-])c2C)c2ccccc2n1
  6	14	0	1	6	6	0	1	9

# Some values from the results shown.
# O=C(OCc1nnc(-c2ccccc2)o1)c1cc(S(=O)(=O)N2CCOCC2)ccc1F in PAFAH1B2 inh has 3
# Cc1ccc(S(=O)(=O)NCC(=O)N2CCOCCOCCOCCOCC2)cc1 in PAFAH1B2 inh has 6

# Remaining list, next part:
# Order of values: PAFAH1B3 inh	LYPLA2 counter	PAD4 inh	PAFAH1B2 inh	PME-1 inh	PAFAH2 FP inh	pPAFAH FP inh	LYPLA1 inh	GSTO1 counter
O=C(N/N=C/C(Br)=C\c1ccccc1)c1ccc2nc[nH]c2c1
  -4	-17	3	3	-10	-10	-4	-18	-6
COc1ccc(C/C(C)=N/NC(=O)c2ccc(C)cc2C)cc1
  5	2	2	-3	-5	-2	-1	-1	12
Cc1cc(NC(=O)c2cc(C)on2)n(-c2ccccc2)n1
  9	-1	-2	-1	-4	2	2	-6	0
CCCN1CCC(NC(=O)Nc2ccc(Br)cc2)CC1
  -10	0	4	6	-6	-5	6	0	6
COc1ccc(C(=O)O)cc1NS(=O)(=O)c1cccc2nsnc12
  6	10	2	4	2	-5	3	0	-3
O=c1cc(-c2cccs2)oc2ccc(Cl)cc12
  5	4	-3	1	-2	1	2	-3	-4
Cn1c(/C(C#N)=C(\O)c2ccccc2Cl)nc2ccccc21
  20	7	8	7	-4	15	-1	0	0
Cc1onc(C(=O)Nc2cccc(C(F)(F)F)c2)c1[N+](=O)[O-]
  -3	21	3	2	-4	-1	3	-2	34
COc1ccccc1-n1c(SCC(=O)NCC2CCCO2)nc2c([nH]c3ccccc32)c1=O (stereo not given)
  -4	-1	-2	3	2	7	0	-6	18
CN(C)c1cc[n+](CC(=O)Nc2ccc(Cl)cc2)cc1
  11	4	-2	-1	-1	7	3	2	-4
COc1cccc(Nc2ccc(N3CCCCC3)cc2)c1OC
  1	4	-4	3	3	-4	10	1	nt
COc1ccc(-n2nc(N)c3c(=O)oc(N(C)C)nc32)cc1
  1	8	0	2	-4	54*	18	4	3
Cc1cc(OC(=O)CNC(=O)OC(C)(C)C)c2c(C)cc(=O)oc2c1
  7	-3	2	5	-1	0	1	-7	7
CCCn1c(=O)c2c(c3ccccc31)OC(C)C(=O)N2 (stereo not given)
  3	0	-8	2	-4	-1	0	2	-3
O=C(NC1CCCCC1)c1ccc(S(=O)(=O)c2ccccc2Cl)c([N+](=O)[O-])c1
  nt	-4	2	nt	7	nt	3	-5	4

# Assay outcomes (PubChem BioAssay)

# A portion of the library. The share of hits here may be higher or lower than overall.
